Growth percent in the NCI-60 one-dose screen (48 h, 10 µM unless noted): 100 = growth as untreated, 0 = no growth, -100 = all killed.
HL-60(TB) – HL-60(TB) leukemia cells; actives 9% (n = 78,000); AID 1794776; active = growth percent below 10
An asterisk follows results filed as active; [ ] = remark or other dose. The list is partial (hit frequency here may not be typical).

`O=C(NCc1ccccc1)c1ccccc1C(=O)NCc1ccccc1` gave HL-60(TB) 91.
For O=C(CCc1nnc2sc(-c3cc(O)c(O)c(O)c3)nn12)c1nc2ccccc2[nH]1 the results were HL-60(TB) 100.
Screening Cc1ccc2[nH]cc(-c3nc(-c4cn(C)c5ncccc45)cs3)c2c1 returned HL-60(TB) 64.
COc1ccc(N2C(=O)c3cc(Cl)ccc3NC2SCc2ccccc2)cc1 (stereo unspecified) was read as HL-60(TB) 114.
`O=c1[nH]cc(NCCO)c(=O)[nH]1` gave HL-60(TB) 89.
Screening CCCC1(CO)NC(=O)NC1=O (stereo unspecified) returned HL-60(TB) 106.
Screening CCN(CC)Cc1cc(Nc2c3ccc(Cl)cc3nc3c(C)cccc23)ccc1O returned HL-60(TB) -20*.
NC(=O)NNc1ccc([N+](=O)[O-])cc1[N+](=O)[O-] was read as HL-60(TB) 99.
For Cn1cc(-c2nc(N)nnc2-c2ccccn2)c2ccccc21 the results were HL-60(TB) 128.
CC(C)OC(=O)Nc1ccccc1F was read as HL-60(TB) 124.
COc1cc(C2CC(c3ccc(Nc4ccnc5cc(Cl)ccc45)cc3)=NN2C=O)cc(OC)c1OC (stereo unspecified) was read as HL-60(TB) 20.
Screening C/C(=N/NC(N)=S)c1sc(Nc2ccc(F)cc2)nc1C returned HL-60(TB) 86.
Cc1cc2c(cc1C)/C(=N/c1n[nH]c(=S)s1)C(=O)N2 was read as HL-60(TB) 97.
CC(=O)/C(=C/c1ccc([N+](=O)[O-])cc1)C(=O)c1ccccc1 was read as HL-60(TB) 42.
CC(C)/C=C/CC[C@](C)(O)[C@H]1CC[C@]2(C)[C@@H]1CC[C@@H]1[C@@]3(C)C/C(=C/c4cc(C(F)(F)F)cc(C(F)(F)F)c4)C(=O)C(C)(C)[C@@H]3CC[C@]12C was read as HL-60(TB) 96.
`C#CCOc1cc(N(CC)CC)ccc1C(C(=O)NC(C)(C)C)N(C(=O)C1CCc2cc(F)ccc2O1)c1ccccc1` (stereo unspecified) gave HL-60(TB) 95.
COc1ccc(CNc2ccccn2)cc1 was read as HL-60(TB) 39.
Screening CC1=C(CN(O)C(N)=O)C2=C(C)C3(CC3)[C@@](C)(O)C(=O)C2=C1 returned HL-60(TB) -28*.
For C=C1NC(=O)[C@H]2CSC[C@H]3NC(=O)[C@@H](CSC(C)[C@@H](NC(=S)[C@H](Cc4cnc[nH]4)NC(=O)c4csc([C@H](C)NC(C)=O)n4)C(=O)N[C@H](C[C@H](C)C(=O)NC(=O)C[C@@H](C(=O)O)NC(=O)[C@H](C)NC3=O)C(=O)N2)NC(=O)[C@@H]2CCCN2C(=O)[C@@H](CC(C)C)NC1=O (stereo partly specified) the results were HL-60(TB) 34.
CSc1ccc(-c2cc(-c3ccc(NC(=O)CCCN4CCCC4)cc3)nc(-c3ccc(NC(=O)CCCN4CCCC4)cc3)c2)cc1 was read as HL-60(TB) 61.
`COc1ccc(OC)c(Nc2n[nH]c(-c3ccccc3)n2)c1` gave HL-60(TB) 86.
For c1ccc(C2NCCNC2c2ccccc2)cc1 (stereo unspecified) the results were HL-60(TB) 103.
For CNC(=O)c1cncc(Cn2nc(C)c(NC(=O)c3ccc(COc4ccc(C(F)(F)F)cc4C)cc3)c2C)c1 the results were HL-60(TB) 64.
For CN1c2ccccc2S(=O)(=O)n2nc(CSc3nc4ccccc4s3)nc21 the results were HL-60(TB) 82.
Screening N#C/C(=C/c1ccc2c(c1)OCO2)C(=O)c1ccccc1 returned HL-60(TB) 101.
`CC(=O)c1ccc2c(ccc3ccccc32)c1` gave HL-60(TB) 91.
Screening COc1ccc(C2CC(=O)Nc3ncn(-c4ccc(F)cc4)c32)cc1 (stereo unspecified) returned HL-60(TB) 96.
For O=C(Nc1ccc2c(C(F)(F)F)cc(C(F)(F)F)nc2n1)c1ccccc1 the results were HL-60(TB) 97.
For CC1=NNC(=O)C1(Br)Br the results were HL-60(TB) 112.
Screening N#CCCN(CCC#N)Cc1cc(-c2ccccc2)ccc1O returned HL-60(TB) 106.
`CC(C)n1cnc2c(Nc3cccc(Cl)c3)nc(N[C@H]3CCCC[C@@H]3N)nc21` gave HL-60(TB) 25.
Screening Cc1cc2nc3c4ccccc4n(CC[N+](C)(C)[O-])c3nc2cc1C returned HL-60(TB) 93.
O=c1[nH]cnc2c1C(c1ccc(O)cc1)c1sc3c(F)cccc3c1O2 (stereo unspecified) was read as HL-60(TB) 129.
`COc1ccc(C2C(C#N)=C(N)Oc3c2c(N)nn3-c2ccccc2)cc1` (stereo unspecified) gave HL-60(TB) 103.
Screening COc1ccc(Br)c([N+](=O)[O-])c1 returned HL-60(TB) 112.
Screening COc1ccc(-c2c(C#N)c(N)n(Cc3nc4ccccc4[nH]3)c(=O)c2C#N)c(OC)c1 returned HL-60(TB) 96.
For CC(C)(C)C(=O)/C=C/c1cccc(Oc2ccccc2)c1 the results were HL-60(TB) 103.
Screening O=c1nc2n(nc1/C=C/c1ccco1)CC(c1ccc(Cl)cc1)=NN2 returned HL-60(TB) 70.
Screening CN(C)c1ccc(C(Cc2ccccc2)NCCO)cc1 (stereo unspecified) returned HL-60(TB) 90.
Screening O=C(CN1CCOCC1)Nc1cccc(-c2cc3ccccc3[nH]2)c1 returned HL-60(TB) 69.
CCOC(=O)C(CS(N)(=O)=O)NC(=O)OCc1ccccc1 (stereo unspecified) was read as HL-60(TB) 98.
`CC(C)OC(=O)c1ccc2n1CCCc1cnc(NC3CCCCC3)nc1-2` gave HL-60(TB) 61.
`Cn1c(=O)c2[nH]c(N/N=C/c3ccccc3Br)nc2n(C)c1=O` gave HL-60(TB) 106.
For CCN(CC)Cc1cc(C(C)(C)C)cc(-c2ccccc2)c1O the results were HL-60(TB) 119.
`C=C1C(=O)O[C@H]2[C@H]1CC/C(COC(=O)/C=C\C(=O)NCc1ccc(Cn3c(=O)sn(-c4ccc(C#N)cc4)c3=O)cc1)=C\CC[C@@]1(C)O[C@@H]21` gave HL-60(TB) -40*.
`Nc1c(C(=O)Nc2c(Cl)cccc2Cl)sc2nc3c(cc12)C(=O)CCC3` gave HL-60(TB) 11.
`CCc1nn(CCCN2CCN(c3cccc(Cl)c3)CC2)c(=O)n1CCOc1ccccc1` gave HL-60(TB) 126.
Screening CCOc1cc2c(cc1OC)CN(C)CC2 returned HL-60(TB) 87.
`CN(C)C1=NC(=O)C(c2c[nH]c3ccccc23)=N1` gave HL-60(TB) 120.
`C#Cc1nc2ccccc2[se]1` gave HL-60(TB) 112.
`Oc1ccc(/C=N/Nc2nnc(N/N=C/c3ccc(O)cc3O)c3ccccc23)c(O)c1` gave HL-60(TB) -62*.
`CCC1(Br)C(=O)NC(=O)NC1=O` gave HL-60(TB) 144.
`Nc1ccccc1NC(=O)c1ccc(CN2CCC/C(=C\c3cccc(Cl)c3)C2=O)cc1` gave HL-60(TB) -24*.
For CC(C)(C#N)N1CCN(c2ccccc2Cl)CC1 the results were HL-60(TB) 103.
COc1cc[c]([Hg][Cl])cc1 was read as HL-60(TB) -22*.
Screening O=c1[nH][nH]c(=O)c2nc(Nc3ccccc3)ncc12 returned HL-60(TB) 130.
For O=C(NCc1ccccc1)/C(=C\c1ccccc1)CC(=O)c1ccc(Cl)c(Cl)c1 the results were HL-60(TB) 100[5.5 µM].
`COc1ccc(OC)c(/C=C/C(=O)C2=NN(c3ccc(Cl)cc3)[C@H](c3cc(OC)ccc3OC)CC2=O)c1` gave HL-60(TB) 107.
Screening CC(C)OC(=O)c1ccc2n1CCc1cnc(N)nc1-2 returned HL-60(TB) 101.
Screening Cc1occc1-c1nnc(SCC(=O)Nc2ncc(Cc3ccccc3)s2)n1N1C(=O)CSC1=S returned HL-60(TB) 99.
Screening CCOC(=O)C1=C(c2ccccc2)N=c2s/c(=C/c3ccc(Br)cc3)c(=O)n2C1c1ccc(O)c(OC)c1 (stereo unspecified) returned HL-60(TB) 94.
Screening O=c1cc(/C=N/Nc2nc(-c3cc(=O)oc4ccc(Br)cc34)cs2)c2cc(Cl)ccc2o1 returned HL-60(TB) 96.
For CSc1ccccc1N1C(=O)CSC1=S the results were HL-60(TB) 151.
`CS(=O)(=O)c1ccc(-c2nn(-c3ccc(F)cc3)cc2/C=C/C(=O)c2ccc(Br)cc2)cc1` gave HL-60(TB) 60.
`Nc1nc2c(ccc3ccccc32)s1` gave HL-60(TB) 158.
Screening Cc1c[nH]c(=S)[nH]c1=S returned HL-60(TB) 103.
Screening CN1C(=S)N(C)C2C1NC(=O)N2/N=C/C=C/c1ccccc1 (stereo unspecified) returned HL-60(TB) 97.
For CC(C(=O)O)c1ccc2c(c1)Cc1cccnc1O2 (stereo unspecified) the results were HL-60(TB) 97.
For Cc1ccc(C(C)(C)CC(C)(C)CC(C)(C)C)cc1CSSSSCc1cc(C(C)(C)CC(C)(C)CC(C)(C)C)ccc1C the results were HL-60(TB) 109.
`O=S(=O)(O)OCCOc1ccc(S(=O)(=O)c2ccc(OCCOS(=O)(=O)O)cc2)cc1` gave HL-60(TB) 102.
`Nc1cccc(CC(=S)N2CCOCC2)c1` gave HL-60(TB) 118.
COC(=O)[C@@H](C)C[C@H](Cc1cn(C)c2ccccc12)NC(=O)c1csc([C@@H](C[C@H](C(C)C)N(C)C(=O)[C@@H](NC(=O)[C@H]2CCCCN2C)C(C)C)OC(C)=O)n1 was read as HL-60(TB) -39*.
For O=C(CSc1nc2ccccc2c(=O)n1-c1ccccc1)c1cc2cc(Br)cc(Br)c2oc1=O the results were HL-60(TB) 88.
C[C@]12CC[C@H](S)CC1=CC[C@@H]1[C@@H]2CC[C@]2(C)C(=O)CC[C@@H]12 was read as HL-60(TB) 89.
Screening CC1CN(CCOC(=O)Nc2ccc(Cl)cc2)CCN1C(C)(C)C (stereo unspecified) returned HL-60(TB) 88.
`COc1ccc(OC)c(NCc2ccccc2)c1` gave HL-60(TB) 100.
For CCCCOP(=O)(OCCCC)C(CC(=O)N(CCCC)CCCC)C(=O)N(CCCC)CCCC (stereo unspecified) the results were HL-60(TB) 75.
`C[Si]1(C)N[Si](C)(C)N[Si](C)(C)N1` gave HL-60(TB) 147.
Screening CCC(c1ccc(OC)cc1)C(CN(CCCl)CCCl)c1ccc(OC)cc1 (stereo unspecified) returned HL-60(TB) 99.
Screening COc1ccc(-c2cc(NC(=O)Nc3ccccn3)no2)cc1 returned HL-60(TB) 75.
Screening C=C(C)[C@@H]1CC[C@]2(COC(=O)c3cccnc3)CC[C@]3(C)[C@H](CC[C@@H]4[C@@]5(C)CCCN(C(=O)c6cccnc6)C(C)(C)[C@@H]5CC[C@]43C)[C@@H]12 returned HL-60(TB) 12.
For CC1(C)NC2=C(C(Nc3cccnc3)N1)C(c1ccc(Cl)cc1Cl)C(C(=O)c1ccc(N=[N+]=[N-])cc1)O2 (stereo unspecified) the results were HL-60(TB) 99.
For O=c1c2cc(Cl)ccc2oc2oc3cc(O)c(O)cc3c12 the results were HL-60(TB) 86.
Screening COC(=O)C(Cc1ccc(Cl)c(Cl)c1)n1cc(-c2ccccc2)nn1 (stereo unspecified) returned HL-60(TB) 91.
Screening Cn1c2c(cc(S(=O)(=O)c3ccccc3)c1=O)CCc1c-2cnn1-c1cccc(Cl)c1 returned HL-60(TB) 107.
`CCOC(=O)c1c(C)nc2c(c1N)/C(=C/c1cccs1)C(=O)N2Cc1ccc(C(F)(F)F)cc1` gave HL-60(TB) 69.
`O=C1Nc2ccc(C(=O)O)c(O)c2C1=O` gave HL-60(TB) 100.
Screening CN(C)c1ccccc1C(=O)NNC(=S)Nc1ccccc1 returned HL-60(TB) 99.
`CCCCC(CC)COC(=O)C[N+](C)(C)CCOC(c1ccccc1)c1ccccc1` (stereo unspecified) gave HL-60(TB) -57*.
OCc1nnn(-c2ccccc2)c1CO was read as HL-60(TB) 89.
Screening CCCCCCCCCCCCCCCCOc1ccc(C(=O)CC(=O)OC)cc1 returned HL-60(TB) 92.
For COC(=O)c1ccc(C(=O)OC)c([N+](=O)[O-])c1 the results were HL-60(TB) 102.
COc1ccc2c(CCCCC(c3ccccc3)c3ccccc3)c3[n+](cc2c1OC)CCc1cc2c(cc1-3)OCO2 was read as HL-60(TB) -35*.
For COc1ccc(OC)c(/C=C/c2nc(SC)n(-c3ccc(Cl)cc3)n2)c1 the results were HL-60(TB) 66.
`CC(=O)C1=NN(c2ccc(Cl)cc2)C(=O)CN1C` gave HL-60(TB) 105.
CCC1(C2=CCCCC2)C(=O)NC(=S)N=C1N (stereo unspecified) was read as HL-60(TB) 91.
`Nc1ccc(Nc2ccccc2)c(N)c1` gave HL-60(TB) 35.
Cc1nn(-c2ccccc2)c(Cl)c1/C=C1\N=C(c2ccccc2)N(C(=O)c2ccc(O)cc2)NC1=O was read as HL-60(TB) 76.

Ordered by count of non-hydrogen atoms (lowest first): some entries from above.
OCc1nnn(-c2ccccc2)c1CO was read as HL-60(TB) 89.
For COC(=O)c1ccc(C(=O)OC)c([N+](=O)[O-])c1 the results were HL-60(TB) 102.
`CC(=O)C1=NN(c2ccc(Cl)cc2)C(=O)CN1C` gave HL-60(TB) 105.
For O=c1c2cc(Cl)ccc2oc2oc3cc(O)c(O)cc3c12 the results were HL-60(TB) 86.
Screening CN(C)c1ccccc1C(=O)NNC(=S)Nc1ccccc1 returned HL-60(TB) 99.
Screening COC(=O)C(Cc1ccc(Cl)c(Cl)c1)n1cc(-c2ccccc2)nn1 (stereo unspecified) returned HL-60(TB) 91.
For COc1ccc(OC)c(/C=C/c2nc(SC)n(-c3ccc(Cl)cc3)n2)c1 the results were HL-60(TB) 66.
Screening CCCCCCCCCCCCCCCCOc1ccc(C(=O)CC(=O)OC)cc1 returned HL-60(TB) 92.
`CCCCC(CC)COC(=O)C[N+](C)(C)CCOC(c1ccccc1)c1ccccc1` (stereo unspecified) gave HL-60(TB) -57*.
`CCOC(=O)c1c(C)nc2c(c1N)/C(=C/c1cccs1)C(=O)N2Cc1ccc(C(F)(F)F)cc1` gave HL-60(TB) 69.
Cc1nn(-c2ccccc2)c(Cl)c1/C=C1\N=C(c2ccccc2)N(C(=O)c2ccc(O)cc2)NC1=O was read as HL-60(TB) 76.
For CC1(C)NC2=C(C(Nc3cccnc3)N1)C(c1ccc(Cl)cc1Cl)C(C(=O)c1ccc(N=[N+]=[N-])cc1)O2 (stereo unspecified) the results were HL-60(TB) 99.
COc1ccc2c(CCCCC(c3ccccc3)c3ccccc3)c3[n+](cc2c1OC)CCc1cc2c(cc1-3)OCO2 was read as HL-60(TB) -35*.

Screens: PubChem, NCI
